12-LOX inh = inhibitors of human 12S-lipoxygenase ALOX12 | P18054 | purified 12hLO, xylenol orange hydroperoxide absorbance | Potency, µM (doses to about 108 µM), inactives show top-dose activity change, negative = inhibition, usual class: inhibitors | 580,000 compounds, 1.1% hits; active means well fitted inhibition curve with a large enough effect; inconclusive means small, poorly fitted or top-dose-only effect, or another doubt; inactive means no such curve, though single readings can be large or run the other way
Target sequence (P18054 whole entry, looked up): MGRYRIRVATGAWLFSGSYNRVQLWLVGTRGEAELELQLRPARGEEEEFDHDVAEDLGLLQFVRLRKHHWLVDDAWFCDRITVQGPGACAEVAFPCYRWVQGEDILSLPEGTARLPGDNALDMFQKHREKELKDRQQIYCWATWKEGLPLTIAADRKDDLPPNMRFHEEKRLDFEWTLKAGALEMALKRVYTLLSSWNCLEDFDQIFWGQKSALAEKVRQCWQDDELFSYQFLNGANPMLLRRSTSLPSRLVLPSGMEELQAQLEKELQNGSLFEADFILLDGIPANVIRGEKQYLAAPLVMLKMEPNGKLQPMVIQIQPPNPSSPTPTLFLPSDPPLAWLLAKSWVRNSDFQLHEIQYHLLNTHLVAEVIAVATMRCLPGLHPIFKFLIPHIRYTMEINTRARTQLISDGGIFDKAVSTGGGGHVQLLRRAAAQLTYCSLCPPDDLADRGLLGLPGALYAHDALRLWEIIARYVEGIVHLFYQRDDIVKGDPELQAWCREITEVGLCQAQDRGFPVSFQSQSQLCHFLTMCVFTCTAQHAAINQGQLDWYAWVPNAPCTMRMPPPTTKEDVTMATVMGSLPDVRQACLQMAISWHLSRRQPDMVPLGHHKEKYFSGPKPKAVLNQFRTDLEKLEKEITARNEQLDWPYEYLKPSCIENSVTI
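Purified human 12hLO at 150 nM in 25 mM Hepes, 0.01% Triton X-100, pH 7.0, preincubated 15 min at room temperature with compound. Reaction started with 40 uM arachidonic acid, 30 min at room temperature. Hydroperoxide measured by Fe-xylenol orange, 573/405 nm absorbance ratio.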
Active calls of the source: *; ? = inconclusive; [ ] = another dose, or the depositor's remark. On the % scale 0 is the no-effect control and ±100 the full control effect; potency means the concentration at half of the fitted maximal effect. Some of the compounds tested, so the mix of outcomes need not match the whole.

12-LOX inh	smiles
0%[176 µM]	COc1ccccc1C(=O)N[C@H]1[C@H](O)[C@H](O)C[C@@H]1c1ccc(C(F)(F)F)cc1
26%	Cc1nc2c(c(-c3ccc(O)cc3)n1)CN(C(=O)C1CCCC1)CCC2
28%	CC(C)=CCn1c(-c2ccc(F)cc2)cn2cc(C(=O)N3CC[C@H](O)C3)nc2c1=O
37%[activator]	COc1cc2c(cc1OC)-c1c(c(C(=O)Nc3cccnc3)nn1-c1ccccc1)C2
-27%	CCCCn1nnnc1CSc1nnc(-c2ccc(OC)cc2)n1-c1ccc(C)cc1
14%	O=c1[nH]c(C2CCCN(Cc3ccc(C(F)(F)F)cc3)C2)nn1-c1ccccc1 (stereo not given)
0%	Cc1ccc2[nH]c(C(=O)NCc3nc(-c4cccc(NC(=O)c5cc(C)oc5C)c4)oc3C)cc2c1
-41%	O=C(OC1CCOC1=O)c1ccc([N+](=O)[O-])cc1Cl (stereo not given)
64%[activator]	CCCOc1cc(C)c(C(C)C)cc1S(=O)(=O)N1CCCC1
-1%	Cn1nc(CC(=O)OCC(=O)NC2CC2)c2ccccc2c1=O
?	COc1ccc(C(C)=O)cc1COC(=O)CCc1ccc2c(c1)OCO2
?	CCCCCCCn1c(SCC(N)=O)nc2c1c(=O)[nH]c(=O)n2C
-4%	CCOC(=O)C(C#N)C(C#N)c1ccccc1 (stereo not given)
?	O=C(N1CCC(c2n[nH]c(=O)n2Cc2ccc(F)cc2)CC1)C1(c2ccccc2)CC1
20%	Cn1c(CCNC(=O)CC2CCOC3(CCN(S(C)(=O)=O)CC3)C2)nc2ccccc21 (stereo not given)
17%	Cc1ccccc1NC(=O)N1CCC(CCNC(=O)C2CC2)CC1
23%	Cn1c(=O)c2c(ncn2C(C(=O)Nc2ccc(F)cc2)c2ccccc2)n(C)c1=O (stereo not given)
-68%	O=C1C=C(c2ccc(Cl)cc2)CC(c2ccccc2)C1 (stereo not given)
-14%	NC(=O)COc1c(Cl)cc(Cl)cc1Cl
-10%	CC(C)N(C(=O)COC(=O)c1cc2ccccc2[nH]1)C(C)C
11%	Cc1cccc(-c2nc(-c3cc4ccc(C)cc4[nH]c3=O)no2)c1
7%	O=C(Nc1ccc(Cl)cc1)N1CCN(CCc2ccncc2)CC1
?	CC(C)c1[nH]nc2c1C(c1ccc(Br)cc1)NC2=O (stereo not given)
3%	O=C(c1ccc(N2CCCC(O)C2)nc1)N1CCC(CCc2ccccc2)CC1 (stereo not given)
-5%	CCC(CC)c1nnc(NC(=O)c2nn(Cc3ccccc3)c(=O)c3ccccc23)s1
5%	CCCn1nc(C(=O)OCc2cccc(Cl)c2)c2ccccc2c1=O
82%[activator]	COCC1CN(C2CCC2)CC12CCN(C(=O)c1cnc(C)cn1)CC2 (stereo not given)
?	Cc1ccc(S(=O)(=O)NCC(c2cccnc2)S(=O)(=O)c2cccs2)cc1 (stereo not given)
15%	Cc1cccc(CC(=O)N2[C@@H]3CC[C@H]2CC(NC(=O)c2ccncc2)C3)c1 (stereo not given in full)
-57%	C/C(=N/O)c1cc2cc(Cl)ccc2oc1=O

Some of the entries so far, in CSV form:
SMILES,12-LOX inh
CC(C)=CCn1c(-c2ccc(F)cc2)cn2cc(C(=O)N3CC[C@H](O)C3)nc2c1=O,28%
COc1cc2c(cc1OC)-c1c(c(C(=O)Nc3cccnc3)nn1-c1ccccc1)C2,37%[activator]
CCCCn1nnnc1CSc1nnc(-c2ccc(OC)cc2)n1-c1ccc(C)cc1,-27%
O=c1[nH]c(C2CCCN(Cc3ccc(C(F)(F)F)cc3)C2)nn1-c1ccccc1 (stereo not given),14%
Cc1ccc2[nH]c(C(=O)NCc3nc(-c4cccc(NC(=O)c5cc(C)oc5C)c4)oc3C)cc2c1,0%
O=C(OC1CCOC1=O)c1ccc([N+](=O)[O-])cc1Cl (stereo not given),-41%
CCCOc1cc(C)c(C(C)C)cc1S(=O)(=O)N1CCCC1,64%[activator]
Cn1nc(CC(=O)OCC(=O)NC2CC2)c2ccccc2c1=O,-1%
COc1ccc(C(C)=O)cc1COC(=O)CCc1ccc2c(c1)OCO2,?
CCCCCCCn1c(SCC(N)=O)nc2c1c(=O)[nH]c(=O)n2C,?
CCOC(=O)C(C#N)C(C#N)c1ccccc1 (stereo not given),-4%
O=C(N1CCC(c2n[nH]c(=O)n2Cc2ccc(F)cc2)CC1)C1(c2ccccc2)CC1,?
Cn1c(CCNC(=O)CC2CCOC3(CCN(S(C)(=O)=O)CC3)C2)nc2ccccc21 (stereo not given),20%
Cc1ccccc1NC(=O)N1CCC(CCNC(=O)C2CC2)CC1,17%
Cn1c(=O)c2c(ncn2C(C(=O)Nc2ccc(F)cc2)c2ccccc2)n(C)c1=O (stereo not given),23%
O=C1C=C(c2ccc(Cl)cc2)CC(c2ccccc2)C1 (stereo not given),-68%
NC(=O)COc1c(Cl)cc(Cl)cc1Cl,-14%
CC(C)N(C(=O)COC(=O)c1cc2ccccc2[nH]1)C(C)C,-10%

Continuation.
12-LOX inh	smiles
1%[176 µM]	Cc1ccc2c(c1)nc1n2[C@@H](CNCc2ccccc2)COC1
-8%	CCCNc1c(NC(=O)Cc2ccccc2)c(=O)oc2ccccc12
?	Nc1nc(Cl)nc(Nc2cccc(F)c2)c1[N+](=O)[O-]
-2%[176 µM]	COc1ccc(CN2Cc3[nH]nc(-c4cnc(OC)nc4)c3CC2=O)cc1
?	Cn1c(=O)c2c(nc(N3CCN(C(=O)c4ccco4)CC3)n2Cc2ccc(F)cc2)n(C)c1=O
34%	CN(C)Cc1ccccc1CNC(=O)c1nccnc1N
43%[activator]	CC1CCN(C(=O)CC2Sc3ncccc3N(C)C2=O)CC1 (stereo not given)
24%	Cc1ccc(CCNC(=O)c2nnn3c2COC(c2ccc(F)cc2)C3)cc1 (stereo not given)
-13%	O=S(=O)(c1cccc(F)c1)N1CCN(Cc2cccc3cccnc23)CC1
-23%	CCCNC(=O)CCc1c(C)nc2c(-c3ccccc3)c(C)nn2c1C
0%	O=C1CCN(S(=O)(=O)c2ccccc2)CCCN(C(=O)c2cc3ccccc3[nH]2)CCN1
55%[activator]	COc1ccc(C(=O)N[C@@H]2CCC[C@@H]2C(=O)NCCOc2ccccc2OC)cc1
22%	CN1N=C(C(=O)N2CCCC(CCc3ccc(F)c(F)c3)C2)CCC1=O (stereo not given)
22%	CN(C)C(=O)c1ccc2oc(CN3CCN(C(=O)Nc4ccccc4Cl)CC3)nc2c1
31%	O=C(c1ccccc1)N1CCC(N(C(=O)C2CC2)C2CCOCC2)CC1
9%[12.5 µM]	CC(C)(C)OC(=O)N1CC(N2CCCCC2)C1
21%	Cn1cnc(S(=O)(=O)N2CCC(N(C(=O)C3CC3)C3CCOCC3)CC2)c1
46%[activator]	O=C1CC2(CCN(CC3CCCCC3)CC2)Oc2ccccc2N1c1ccccc1
-2%	Cc1ccc(CN2C(C(=O)NC3CCCC3)CSCCS2(=O)=O)cc1 (stereo not given)
?	Cc1sc2ncnc(N3CCC(C(=O)Nc4cccc(S(=O)(=O)N5CCCC5)c4)CC3)c2c1C
3%	O=C1CCCN1CC1CCN(C(=O)c2ccc(N3CCC(CO)C3)nc2)CC1 (stereo not given)
-7%	COC(=O)c1cc(C(C)C)sc1NC(=O)Cc1ccc(Cl)c(Cl)c1
-6%	CN1CCN(C(=O)C[C@H]2CC[C@H]3[C@@H](COC[C@@H](O)CN3Cc3cccc(F)c3)O2)CC1
?	Cc1ccc(-c2ncc(C(=O)Nc3ccc(F)cc3C)c(-c3ccncc3)n2)cc1
20µM*	CC[N+](CC)(CC)CCCOC(=O)C1(c2ccccc2)CCCC1
?	CCOc1nc2ccccc2nc1N1CCC(C(=O)Nc2cccc(F)c2)CC1
-29%	O=C(NCc1ccccc1)N1CCN(C(=O)c2ccc3ccccc3c2)CC1
-2%[57.4 µM]	COc1ccc(-c2ccc3c(N4CCOCC4)nc(N4C[C@@H](C)O[C@@H](C)C4)nc3n2)cc1CO
38%[activator]	Cc1cc(NC(=O)CNc2cc(S(=O)(=O)N3CCOCC3)ccc2Oc2ccccc2)no1
-12%	COC(=O)C(c1ccccc1)(c1cn(C)c2ccccc12)C(Nc1ccccc1)c1ccc(Br)cc1 (stereo not given)
-29%	COc1ccc(NC(=O)CSc2nnc(-c3ccc(C)cc3)c(=O)[nH]2)cc1
-27%	Cc1ccc(NCCCNc2ncccc2C#N)nc1
?	CCCNC(=O)c1cccc(CNCc2ccsc2)c1
-15%	COc1cc(OC)c(OC)cc1CN1CCOc2ccc(CN3C[C@@H](C)O[C@@H](C)C3)cc2C1
11%	CC(C)NS(=O)(=O)c1cc(C(=O)O)cc(-c2cccc3c2OCC3)c1
16%	CC(C)N(C(=O)Cn1c(C2CC(=O)N(Cc3ccc(F)cc3)C2)nc2ccccc21)c1ccccc1 (stereo not given)
52%[activator]	CC(c1ccccn1)N(C)Cc1ccc(S(C)(=O)=O)cc1 (stereo not given)
104%[activator]	CN(C)C[C@@H]1CN(c2ncccn2)C[C@H]1NS(=O)(=O)c1cccnc1
-2%	CCc1nnc(NS(=O)(=O)c2ccc(NC(=O)c3cc4ccccc4oc3=O)cc2)s1
-23%[176 µM]	COCC1(CNC(=O)c2cccnc2)C[C@@H](O)[C@@H](O)C1 (stereo not given in full)
8%	CC(C)CNC(=O)c1ccc(-c2nnc3ccc(NC(=O)C4CC4)cn23)cc1
49%[activator]	COc1ccccc1C(=O)N1CCC(C(NC(=O)c2cccs2)C(=O)N2CCCCC2)CC1 (stereo not given)
2%	O=C(CC1CCCCC1)N1CCCC(c2noc(COc3ccccc3F)n2)C1 (stereo not given)
-19%	Cc1ccc(S(=O)(=O)N2CCC3(CC2)NC(=O)c2ccccc2N3)cc1C
?	O=C(c1cc2c(s1)-c1ccc(Cl)cc1SC2)N1CCC(Cc2ccccc2)CC1
20%	O=C(O)c1cc(C(=O)O)c(C(=O)O)nc1C(=O)O
?	Cc1ncc2n1C(=O)N(C1CCN(C(=O)c3ccc(F)cc3)CC1)C2
-16%	O=C(NC12CC3CC(CC(C3)C1)C2)c1cccc2ncccc12
1%	O=C(/C=C/c1ccccc1)N[C@H]1CC[C@@]23CCCN2C(=O)CCC[C@H]3[C@H]1Cc1ccccc1
35%[activator]	Cc1ccnc(NC(=O)CCc2ncc(-c3ccccc3)o2)c1
?	CCOc1ccc(S(=O)(=O)Nc2nc3ccccc3nc2NC2CC(C)(C)NC(C)(C)C2)cc1
?	O=C(C[C@@H]1CCNC[C@@H]1Cc1cc(-c2ccc(F)cc2)on1)N1CCC(Cc2ccccc2)CC1
-1%	COCCn1c(CN2C(=O)N(C)C(=O)C2(C)C)nnc1C1CC(N)C1 (stereo not given)
?	COCCOCC(=O)N1CCC(c2noc(C3CC3)n2)C1 (stereo not given)
-15%	COCCSc1ccc2c(c1)OCCCO2
40µM*	CCOc1cc(/C=C/c2nc3ccccc3s2)ccc1O
-42%[176 µM]	Cc1ccc(-c2noc([C@@H]3C[C@H](NC(=O)Nc4ccc(Cl)cc4)CN3C)n2)cc1
5%	O=C(NC1CC1)[C@@H]1C[C@H](Oc2ccccc2)CN1C(=O)c1cc2ccccc2[nH]1
?	COc1ccccc1CNc1cc(-c2cccnc2)ncn1
-5%	COc1ccccc1NC(=O)COc1cccc(-c2nnc3n2CCCC3)c1

Following part
12-LOX inh	smiles
73%[activator]	COc1cc2oc(=O)c3c4c(cc5ccc(c1CCN(C)C)c2c53)OCO4
126%[activator]	CCOc1ccc(CN2CCN(Cc3nc4ccccc4[nH]3)CC2CCO)cc1 (stereo not given)
5%	COc1cc(C)cc(OC)c1OCc1ccc(C#N)cc1
-13%	O=C(C(O)c1ccccc1)N1CCN(S(=O)(=O)c2ccc(C(F)(F)F)cc2)CC1 (stereo not given)
-14%	COC(=O)Oc1ccc2c(=O)c(Oc3ccc(C)cc3)coc2c1
27%	COc1ccc(NC(=O)N2C[C@@H]3C[C@H](C2)c2ccc(NC(=O)Nc4ccccc4OC)c(=O)n2C3)cc1
1%	COc1ccc(NCC(=O)NNC(=O)CCOc2ccccc2OC)cc1
46%	O=C(Cc1c[nH]c2ccccc12)N1CCC(c2nc(CCOCC3CCCC3)no2)C1 (stereo not given)
28%	COC(=O)CN1CCN(c2nc3c(c(=O)[nH]c(=O)n3C)n2Cc2ccc(Br)cc2)CC1
6%	CNc1nc2c(c(=O)n(C)c(=O)n2C)n1Cc1cccc(C)c1
28%	Cc1cc(Cn2cc3c4c(cccc42)[C@H](CC(C)C)N[C@H](C(=O)N2CCN(C)CC2)C3)no1
46%[activator]	CCc1noc(-c2nnn3c2COC(c2ccc(Cl)cc2)C3)n1 (stereo not given)
-7%	COc1ccc(CCN2CN=C(NS(=O)(=O)c3ccc(F)cc3)NC2)cc1
26%	COc1ccc(C2=C(C)CC(c3ccccc3)NC2=O)cc1OC (stereo not given)
-2%	CCc1cnc(C)nc1N1CCC2(CC1)CC(c1ccccc1)C(=O)N2C (stereo not given)
2%	C[C@H]1[C@@H]2C[C@@]3(O[C@H](c4ccccn4)N=C3C[C@@H]1c1ccccc1)N(Cc1ccncc1)C2=O
9%[6.33 µM]	O=C(c1ccc(C(F)(F)F)cc1)N1CCC2(CC1)C(=NC1CCCCC1)NC(=O)N2c1cc(F)cc(F)c1
-5%	O=C(N[C@@H]1C[C@H]2CC[C@@H]1C2)c1ccc(F)cc1
36%	CCN(CC)C(=O)CN1C(=O)NC2(CCC(C)CC2)C1=O (stereo not given)
16µM*	CCn1c(COc2ccc(Cl)cc2)n[nH]c1=S
-29%	CCCn1nc(C(=O)N2CCN(c3ccc(C(C)=O)cc3)CC2)c2ccccc2c1=O

Source: PubChem (National Center for Advancing Translational Sciences (NCATS))
